Screens as filed in PubChem.
PTHR1 ag – PTHR1 (human) receptor agonism; Q03431; HEK293 GP2 PTHR1 cells, GloSensor cAMP luminescence, 1 h; Potency, µM (top dose mostly 115 µM), inactives show top-dose activation, usual class: activators; actives 0.075% (n = 410,000); further: potency means the concentration at half of the fitted maximal effect; nearly all actives have a fitted effect of over 55% in size; some results filed as inactive show a strong effect at the top dose; inactives centre near -15; many of its hits are not listed in these tables
Target sequence (Q03431 whole entry, looked up): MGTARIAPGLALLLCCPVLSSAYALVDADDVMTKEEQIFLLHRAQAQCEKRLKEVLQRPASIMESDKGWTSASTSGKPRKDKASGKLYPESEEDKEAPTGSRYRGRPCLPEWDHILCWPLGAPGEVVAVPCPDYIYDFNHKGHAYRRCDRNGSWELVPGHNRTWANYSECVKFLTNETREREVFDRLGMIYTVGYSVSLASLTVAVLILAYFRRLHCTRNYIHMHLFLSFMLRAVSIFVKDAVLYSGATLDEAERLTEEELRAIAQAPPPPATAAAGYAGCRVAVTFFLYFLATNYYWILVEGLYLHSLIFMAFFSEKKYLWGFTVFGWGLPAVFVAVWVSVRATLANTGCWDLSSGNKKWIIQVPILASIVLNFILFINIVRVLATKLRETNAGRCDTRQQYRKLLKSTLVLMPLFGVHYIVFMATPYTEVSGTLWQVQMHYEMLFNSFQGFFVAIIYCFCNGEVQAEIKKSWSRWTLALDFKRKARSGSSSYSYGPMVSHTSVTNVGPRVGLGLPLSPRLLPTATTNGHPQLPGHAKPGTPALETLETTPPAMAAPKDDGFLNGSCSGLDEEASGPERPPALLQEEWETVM
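HEK-293-derived GP2 cells expressing PTHR1 and a GloSensor cAMP reporter, 3,000/well, plated overnight, given luciferin plus IBMX (each 0.5 mM as added) for 1 h at 37 °C, then compound for 1 h at 37 °C. Luminescence was read after 15 min at room temperature.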
GLP-1R agonist – agonists of human GLP-1 receptor; P43220; HEK293 GLP-1R CRE-luciferase, luminescence, 4-6 h; cells express a hypersensitive GLP-1R form; Potency, µM (doses to about 45.6 µM), inactives show at the top dose activation, actives largely listed as activators; actives 0.007% (n = 380,000); further: potency means the concentration at half of the fitted maximal effect; % of control where 0% means no effect
Target sequence (P43220 whole entry, looked up): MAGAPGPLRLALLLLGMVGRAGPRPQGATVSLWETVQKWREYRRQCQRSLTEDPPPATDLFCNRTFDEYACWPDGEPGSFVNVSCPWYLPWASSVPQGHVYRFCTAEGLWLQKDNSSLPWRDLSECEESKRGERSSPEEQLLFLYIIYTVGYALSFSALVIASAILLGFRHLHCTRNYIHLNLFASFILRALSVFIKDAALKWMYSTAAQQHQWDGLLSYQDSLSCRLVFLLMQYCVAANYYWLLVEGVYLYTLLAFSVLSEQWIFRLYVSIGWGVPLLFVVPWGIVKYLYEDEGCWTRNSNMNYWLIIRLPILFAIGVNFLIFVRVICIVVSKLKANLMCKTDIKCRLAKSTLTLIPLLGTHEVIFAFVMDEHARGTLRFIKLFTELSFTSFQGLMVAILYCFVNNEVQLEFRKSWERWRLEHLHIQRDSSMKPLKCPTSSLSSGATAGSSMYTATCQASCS
aSyn rescue – inhibitors of alpha-synuclein toxicity in yeast | Yeast expressing alpha-synuclein, growth rescue, BacTiter-Glo, 24 h | Potency, µM (series often up to 46.1 µM), for inactives: at the top dose growth rescue (activation), actives largely listed as activators | actives 0.14% (n = 370,000); further: potency means the concentration at half of the fitted maximal effect; % of control where 0% means no effect; nearly all actives have a fitted effect of over 65% in size
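Readout is rescue of growth in alpha-synuclein-expressing yeast, so inhibitors of toxicity appear as activators. Growth after 24 hr at 30 deg C in galactose medium is quantified by luminescence.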
DRD3 antagonist – blocks the human D3 dopamine receptor | D3R cells, DiscoveRx beta-arrestin luminescence, antagonist mode; active compounds read low | max response, negative = inhibition, % | actives 2.5% (n = 360,000) | AID 652054; in the data active means max response below about -50%; inconclusive means no clear call, values can overlap the other calls; further: on the % scale 0 is the no-effect control and ±100 the full control effect; mostly tested at two doses, the higher about 12 µM
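Cells plated overnight at 1500 cells/well, then exposed to library compounds with dopamine controls for 90 minutes at 37 degrees C. DiscoveRx reagent added for 30–60 minutes at room temperature; luminescence read, quantitative HTS format.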
Abeta rescue – A-beta toxicity reversal in yeast. Potency, µM (series often up to 46.1 µM), for inactives: at the top dose growth rescue, hits mostly activators. yeast expressing A-beta42, growth rescue, OD600, 48 h; response scale: 0% DMSO, 100% iron-clioquinol control. actives 0.063% (n = 410,000). AID 1347071; further: potency means the concentration at half of the fitted maximal effect; nearly all actives have a fitted effect of over 55% in size
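Yeast growth medium received pinned compounds, then yeast cells expressing toxic A-beta were added; plates incubated at 30 C for 48 hr. Growth read as absorbance at 600 nm, normalized to DMSO and equimolar FeCl3 plus clioquinol controls.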
TDP43 rescue – inhibitors of TDP-43 toxicity in yeast; Potency, µM (top dose mostly 46.1 µM), for the others: at the top dose growth rescue (activation), hits mostly activators; AID 652104; TDP-43 expressing yeast growth rescue, BacTiter-Glo, 24 h; actives 1.8% (n = 410,000); further: potency means the concentration at half of the fitted maximal effect; % of control where 0% means no effect; nearly all actives have a fitted effect of over 50% in size
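In this qHTS, compounds that restore growth of yeast expressing TDP-43 appear as activators. Cells (OD600=0.02, galactose medium, raffinose-pregrown) are incubated with compound 24 hr at 30 deg C and growth is quantified by BacTiter-Glo.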
Akt phos inh – Akt phosphorylation inhibition; actives 0.32% (n = 360,000); activity change, % for hits at 50 µM; AID 651550; Neuro2A IGF-stimulated pAkt S473 HTRF, 20 min; active compounds read low; in the data active means activity change below about -80%; inconclusive means mostly about -51% to -80%; further: on the % scale 0 is the no-effect control and ±100 the full control effect
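Neuro2A cells in DMEM with 0.5% FBS, overnight at 37 deg C, given compound at single 50 µM final, then IGF (6 nM final) for 20 min at 37 deg C. Lysed; phospho-Akt Ser473 by HTRF after 24 h, 665/615 ratio.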
GLP1R inv ag – GLP-1 receptor (human) inverse agonism | actives 1.6% (n = 410,000) | P43220 | AID 624417 | HEK293 GLP-1R CRE-luciferase, luminescence, 24 h; GLP-1R form is constitutively active | Potency, µM (titrated, usually from 38.3 µM), inactives show at the highest dose activity change, negative = inhibition, actives largely listed as inhibitors; further: potency means the concentration at half of the fitted maximal effect; on the % scale 0 is the no-effect control and ±100 the full control effect; nearly all actives have a fitted effect of over 55% in size
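Assay principle: reduced luminescence from a cAMP-responsive reporter in HEK293 cells co-expressing a constitutively active GLP-1R. Conditions: 24 hr compound incubation, 37 deg C, 5% CO2.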
FUS yeast rescue – suppressors of FUS proteinopathy in yeast; S. cerevisiae FUS-expressing, growth rescue, OD600, 24 h; Potency, µM (highest dose often 76.6 µM), without a hit: top-dose growth rescue (activation), hits mostly activators; actives 0.24% (n = 390,000); AID 1347120;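 further: potency means the concentration at half of the fitted maximal effect; plate controls were DMSO vehicle for no effect and reference control for full effect; nearly all actives have a fitted effect of over 55% in size; some results filed as inactive show a strong effect at the top dose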
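Galactose (2%) drives FUS expression in yeast precultured in raffinose; seeding density OD 0.005. Test compounds incubated 24hr at 30C and 99% humidity before absorbance at 600 nm was measured.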
* marks the source's active call; other numbers are inactive results; i = inactive; ? = inconclusive; . = not tested or not shown; [ ] = dose if it differs, or a comment. Unless noted, the call rests on the fitted dose curve; in most records, active means well fitted curve in the direction sought with a large enough effect; inconclusive means small, poorly fitted or top-dose-only effect, or another doubt; inactive means no such curve, though single readings can be large; an effect the other way counts as inactive or inconclusive. Some of the compounds tested; the hit share may differ from the screen's.

entry	canonical_smiles	PTHR1 ag	GLP-1R agonist	aSyn rescue	DRD3 antagonist	Abeta rescue	TDP43 rescue	Akt phos inh	GLP1R inv ag	FUS yeast rescue
1	O=C(CSc1n[nH]c(-c2ccncc2)n1)Nc1ccccc1Cl	-15%	14%	-10%	2	-8%	-7%	i	31%[activator]	4%
2	COc1ccc(CCNC(=O)c2ccc(=O)[nH]n2)cc1OC	i	0%	0%	0	-6%	-2%	i	6%	-10%
3	COc1ccc(/C=N/NC(=O)c2cccc(OC(F)(F)C(F)F)c2)c(OC)c1OC	-39%	4%	2%	3	-1%	4%	i	-15%	18%
4	Cc1ccc(Cc2c(-c3ccc(Cl)cc3)nc3ccc(Br)cn23)cc1	i	-2%	-15%	8	-10%	?	i	?	36%
5	Clc1cccc(-c2nc3ccccn3c2Nc2ccc3c(c2)OCCO3)c1	-25%	.	.	.	-26%	-8%	.	6.3µM*	-16%
6	O=C(NNC(=O)c1ccccc1O)c1ccc(Cl)cc1	-15%	-8%	-5%	?	13%	-7%	i	-27%	5%
7	O=C(NC1CCN(C(=S)Nc2ccc(Cl)cc2)CC1)C1CCCCC1	3%	4%	-4%	1	-10%	1%	i	-5%	3%
8	Cc1noc(C)c1C(=O)N(C)CC(=O)Nc1ccc(F)c(F)c1F	-24%	-7%	-4%	4	3%	-1%	i	24%	.
9	CCCCNC(=O)/C(C#N)=C/c1ccc2c(c1)OCCO2	i	-2%	11%	-10	24%	3%	i	11%	3%
10	COC(=O)c1ccc(CNC(=O)c2ccc(S(=O)(=O)N3CCCCCC3)cc2)cc1	i	8%	0%	3	8%	-12%	i	7%	13%
11	Cc1ccc(NC(=O)C(NCc2ccccn2)c2ccccc2)cc1 (configuration not stated)	-4%	2%	-9%	2	3%	1%	i	27%[7.66 µM]	4%
12	CCCCN1CC(COCc2ccccc2)Oc2cccc(N3CCCC3)c2S1(=O)=O (configuration not stated)	-6%	5%	9%	-21	8%	-13%	i	?	-3%
13	O=C(COC(=O)C1CC1)Nc1ncc(Cl)cc1Cl	i	?	0%	3	-7%	-18%	i	18%	-9%
14	O=C(NNC(=S)Nc1ccc(Br)cc1)c1ccc(N2CCOCC2)c([N+](=O)[O-])c1	-16%	4%	4%	-12	-11%	22%	i	25%	.
15	Cc1ccc(NC(=O)Nc2ccc(Cl)cn2)cc1	-23%	20%	0%	18	5%	17%	i	9%	-14%
16	COC(=O)c1sc(=S)n(Cc2ccccc2)c1C	-16%	12%	2%	-2	-2%	?	i	?	-17%
17	COc1ccc(C(=O)NCCc2ccccc2F)cc1OC1CCN(C(C)=O)CC1	-4%	24%	-4%	4	2%	7%	i	26%	19%
18	CCOC(=O)c1cnc2ccc(Br)cc2c1NCCN1CCOCC1	i	12%	1%	.	-3%	11%	.	-5%	-9%
19	CC1CC(NC(=S)N(C)C)CC(C)(C)C1 (configuration not stated)	i	-7%	0%	-2	4%	?	i	-28%	-22%
20	CC(C)(C)NC(=O)C(=O)NNC(=O)c1ccco1	-25%	-8%	-4%	1	3%	3%	i	13%	-23%
21	Cc1nnc(N2C(=O)c3ccc(Br)cc3C2=O)s1	0%	11%	2%	?	-8%	-33%[inhibitor]	i	10%	1%
22	COc1cccc(NC(=O)Cn2nc(Cc3cccnc3)c3ccccc3c2=O)c1	i	16%	1%	-12	5%	24%	i	7%	-12%
23	OCCN1c2ccccc2CCc2ccccc21	-6%	-1%	5%	-13	?	0%	i	?	-17%
24	CCCOc1ccc(-c2nc(N3CCN(CC)CC3)c3ccccc3n2)cc1	-18%	13%	6%	?	-9%	?	i	7.9µM*	-21%
25	Cc1cc(C)c(N(CC(=O)NC(C)(C)C)C(=O)CNC(=O)c2cccs2)c(C)c1	-9%	7%	-1%	15	4%	0%	i	-21%	4%
26	CCN(C(=S)NC(=O)C1CCCC1)C1CCCCC1	i	0%	4%	5	19%	8%	i	-26%	-9%
27	COc1cc2c(cc1OC)C(C(=O)N1CCOCC1)C(c1cccs1)N(C)C2=O (configuration not stated)	i	-19%	-1%	11	4%	-8%	i	0%	6%
28	CC(=O)C1=C(N2CCCCC2)CCC1=O	i	-12%	-10%	-2	-7%	-8%	i	14%	-46%
29	O=C(Cn1cnc2ccc(Cl)cc2c1=O)NC1CCS(=O)(=O)C1 (configuration not stated)	-3%	5%	-1%	-13	-9%	-22%	i	0%	3%
30	OC(COCc1cccs1)CN1CCN(c2ccccn2)CC1 (configuration not stated)	i	-5%	1%	-25	5%	-28%	i	6%	9%

As a working copy, part of the list above.
entry	canonical_smiles	PTHR1 ag	GLP-1R agonist	aSyn rescue	DRD3 antagonist	Abeta rescue	TDP43 rescue	Akt phos inh	GLP1R inv ag	FUS yeast rescue
1	O=C(CSc1n[nH]c(-c2ccncc2)n1)Nc1ccccc1Cl	-15%	14%	-10%	2	-8%	-7%	i	31%[activator]	4%
2	COc1ccc(CCNC(=O)c2ccc(=O)[nH]n2)cc1OC	i	0%	0%	0	-6%	-2%	i	6%	-10%

An excerpt from above in order of length of the SMILES, rising.
entry	canonical_smiles	PTHR1 ag	GLP-1R agonist	aSyn rescue	DRD3 antagonist	Abeta rescue	TDP43 rescue	Akt phos inh	GLP1R inv ag	FUS yeast rescue
23	OCCN1c2ccccc2CCc2ccccc21	-6%	-1%	5%	-13	?	0%	i	?	-17%
28	CC(=O)C1=C(N2CCCCC2)CCC1=O	i	-12%	-10%	-2	-7%	-8%	i	14%	-46%
13	O=C(COC(=O)C1CC1)Nc1ncc(Cl)cc1Cl	i	?	0%	3	-7%	-18%	i	18%	-9%
30	OC(COCc1cccs1)CN1CCN(c2ccccn2)CC1 (configuration not stated)	i	-5%	1%	-25	5%	-28%	i	6%	9%
17	COc1ccc(C(=O)NCCc2ccccc2F)cc1OC1CCN(C(C)=O)CC1	-4%	24%	-4%	4	2%	7%	i	26%	19%
27	COc1cc2c(cc1OC)C(C(=O)N1CCOCC1)C(c1cccs1)N(C)C2=O (configuration not stated)	i	-19%	-1%	11	4%	-8%	i	0%	6%

Next section:
entry	canonical_smiles	PTHR1 ag	GLP-1R agonist	aSyn rescue	DRD3 antagonist	Abeta rescue	TDP43 rescue	Akt phos inh	GLP1R inv ag	FUS yeast rescue
31	O=C(CCc1nnc(COc2ccccc2)o1)NCc1ccc(Cl)s1	-7%	28%	6%	-18	6%	-7%[0.397 µM]	i	-15%	12%
32	CC(C)c1cc(C(C)C)c(S(=O)(=O)N2CCNCC2)c(C(C)C)c1	-1%	17%	0%	5	14%	-25%	i	?	27%
33	CCn1cc(SCC(=O)NCc2ccc3c(c2)OCO3)c2ccccc21	-50%[inhibitor]	0%	6%	9	10%	?	i	?	7%
34	O=C(N/C(=C/c1cccc([N+](=O)[O-])c1)C(=O)N1CCCCCC1)c1cccs1	i	-5%	5%	20	9%	-12%	i	-12%	12%
35	C=CCNC(=O)N1C2=NC(C(=O)OC)=C(C(=O)OC)[C@@H]3N(Cc4ccccc4)c4ccccc4[C@]23C[C@H]1C(=O)OC	-19%	-5%	-5%	-13	-14%	-10%	i	1%	12%
36	CN(c1ccc(OCC(=O)Nc2cc(Cl)ccc2C(=O)O)cc1)S(=O)(=O)c1ccc(F)cc1	-22%	11%	-1%	-15	-4%	-6%	i	?	.
37	O=C(c1ccccc1)N1CCN(C2CC(=O)N(CCc3ccccc3)C2=O)CC1 (configuration not stated)	-5%[57.5 µM]	5%	-5%	-7	2%	-19%	i	8%	-4%
38	CN(C)c1nc(N)nc(CSc2nnnn2-c2ccc(C(=O)O)cc2)n1	-7%[57.5 µM]	-9%	2%	8	6%	-17%	i	0%	10%
39	COc1cccc(NC(=O)NCc2ccccc2Cl)c1	-9%	7%	-3%	-26	8%	-18%	i	-33%	10%
40	Cc1cccc(N2CC(c3nc4ccccc4n3C)CC2=O)c1C (configuration not stated)	i	-3%	2%	0	0%	-6%	i	1%	14%
41	CC1CN(C(=O)COC(=O)c2ccc(NC(=O)CC#N)cc2)CC(C)O1 (configuration not stated)	-19%	0%	0%	8	2%	5%	i	7%	-1%
42	O=C(CSc1cc(Cl)ccc1Cl)NC1CCCC1	-16%	4%	3%	-30	-33%[inhibitor]	-18%	i	?	15%
43	O=C(Cn1nnc(-c2ccccc2)n1)N=Nc1c(O)[nH]c2ccccc12	i	4%	3%	15	5%	0%	-105%*	-13%	2%
44	CNC(=O)N(O)C1N(/N=C/c2cc(Br)ccc2O)C(=S)SC1(C)C (configuration not stated)	-10%	11%	9%	-5	-3%	-3%	i	?	-17%
45	O=C(CCCc1c[nH]c2ccccc12)NCc1ccccc1C(F)(F)F	i	2%	17%	6	-13%	21%	i	?	-5%
46	CCc1ccc(CCC(=O)Nc2ccc(C)cc2C)o1	i	3%	-1%	-9	21%	-1%	i	-27%	20%
47	CC1(NC(=O)c2cc(-c3cccs3)nn2-c2ccccc2)CCS(=O)(=O)C1 (configuration not stated)	i	-1%	-2%	-18	8%	-5%	i	7%	?
48	O=C(NC1CCCC1)C1CCCN1C(=O)Nc1ccc(Cl)cc1 (configuration not stated)	-23%	-2%	-4%	-10	-34%	-1%	i	-2%	-1%
49	COc1ccc(CNC(=O)NCc2ccc(OC)c(OC)c2)cc1OC	i	0%	1%	-25	9%	1%	i	0%	28%
50	Cc1ccccc1-c1noc(-c2ccc(N3CCOCC3)c([N+](=O)[O-])c2)n1	-21%	.	.	.	0%	-1%	.	-2%	8%
51	CN1CCC(=NNC(=O)CSCc2ccccc2)CC1	i	3%	-1%	-25	-7%	-6%	i	0%	1%
52	Cc1ccc(C2=NOC3(CC(=O)N(c4ccccc4)C3=O)C2)cc1 (configuration not stated)	i	-3%	1%	70	-4%	-12%	i	-6%	-2%
